sEH act = activators of human soluble epoxide hydrolase | purified human sEH enzymatic activity, activator screen | activation, % at 2 µM | P34913 | AID 717 | hit rate 0.04% among 91,000; in the data active means activation above about 37%; further: values of inactives mirror those of a sister screen read the other way
Target sequence (P34913 whole entry, looked up): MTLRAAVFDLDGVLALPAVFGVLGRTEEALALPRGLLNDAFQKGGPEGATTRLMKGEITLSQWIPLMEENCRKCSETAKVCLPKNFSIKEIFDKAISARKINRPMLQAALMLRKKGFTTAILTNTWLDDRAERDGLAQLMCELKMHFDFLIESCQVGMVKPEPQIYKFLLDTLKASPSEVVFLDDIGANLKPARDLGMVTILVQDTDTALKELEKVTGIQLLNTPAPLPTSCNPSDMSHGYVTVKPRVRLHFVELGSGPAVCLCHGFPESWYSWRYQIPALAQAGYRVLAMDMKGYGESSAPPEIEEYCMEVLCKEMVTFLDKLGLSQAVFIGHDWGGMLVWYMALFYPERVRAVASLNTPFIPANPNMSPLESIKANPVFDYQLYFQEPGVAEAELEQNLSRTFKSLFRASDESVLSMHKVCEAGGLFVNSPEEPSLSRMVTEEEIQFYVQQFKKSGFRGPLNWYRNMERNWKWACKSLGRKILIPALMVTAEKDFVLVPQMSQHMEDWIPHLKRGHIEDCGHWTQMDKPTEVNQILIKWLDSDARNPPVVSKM
hDAT+cocaine = modulates human dopamine transporter uptake under cocaine | LLC-PK1 hDAT cells, [14C]-dopamine uptake with cocaine IC80; actives deviate in either direction | B-score at 10 µM | hit rate 1.3% among 110,000 | AID 449768 | Q01959;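 active means Z score or B-score, a plate-position-corrected score, falls beyond the plate's 99.7% confidence bounds, in either direction; inactive means both scores lie inside the 99.7% bounds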;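 further: scored against the spread of the other compound wells on the same plate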
sEH inh = soluble epoxide hydrolase (human) inhibition. P34913. recombinant human sEH enzymatic activity assay. inhibition, % at 2 µM. hit rate 0.34% among 91,000; in the data active means inhibition above about 80%; further: values of inactives mirror those of a sister screen read the other way; many of its hits are not listed in these tables
CYP2C19 act = increases human CYP2C19 enzyme activity; recombinant CYP2C19, luciferin-H EGE luminescence; hits give high values; 0 = fully inhibited enzyme, 1 = untreated enzyme; activation factor at 5 µM; 96,000 tested, under 10 active; AID 1025;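 active means activation factor of at least 2 at 5 µM in the primary screen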;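 further: 0 = wells with 2.5 mM tranylcypromine and 1 = vehicle-only wells; values of inactives mirror those of a sister screen read the other way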
CYP2C19 inhib = inhibitors of human CYP2C19; inhibition, % at 5 µM; hit rate 21% among 96,000; CYP2C19 Supersomes, luciferin-H EGE luminescence, 30 min;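 active means CYP2C19 inhibition above a set limit at 5 µM in the primary screen, cut at about 50% in these data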;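 further: plate controls were negative control wells for no effect and 2.5 mM tranylcypromine positive control for full effect; values of inactives mirror those of a sister screen read the other way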
S1P2 blocker = S1P2 (human) receptor antagonism; inhibition, % at 5 µM; hit rate 0.21% among 97,000; O95136; cell-based S1P2 antagonist assay, inhibition at 5 uM; in the data active means inhibition above about 45%;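 further: CRE beta-lactamase reporter cells expressing human S1P2 stimulated with S1P; 0% = agonist at EC80 alone and 100% = agonist plus reference antagonist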
Target sequence (O95136 whole entry, looked up): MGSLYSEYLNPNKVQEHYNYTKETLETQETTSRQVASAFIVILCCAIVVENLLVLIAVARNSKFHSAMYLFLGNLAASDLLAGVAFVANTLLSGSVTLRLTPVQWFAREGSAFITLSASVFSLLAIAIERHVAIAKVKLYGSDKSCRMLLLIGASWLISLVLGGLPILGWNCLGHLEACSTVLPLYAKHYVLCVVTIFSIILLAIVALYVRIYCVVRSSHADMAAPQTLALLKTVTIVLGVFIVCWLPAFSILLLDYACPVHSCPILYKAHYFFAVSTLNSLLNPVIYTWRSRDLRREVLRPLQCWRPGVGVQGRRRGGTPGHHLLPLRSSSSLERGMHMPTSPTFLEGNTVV
PostGolgi yeast = growth inhibition of a yeast mutant, post-Golgi transport screen | post-Golgi transport phenotypic cell assay | inhibition, % at 10 µM | hit rate 0.9% among 98,000 | AID 739;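 further: yeast cells grown in 1536-well plates; yeast grown about 18 h at 30C before absorbance read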
PostGolgi ctrl = yeast control strain growth, post-Golgi counter-screen; inhibition, % at 10 µM; hit rate 5% among 98,000; efflux-deficient yeast background strain, growth absorbance A615, 16 h
S1P2 agonist = activates the human S1P2 receptor; O95136; S1P2-expressing cell line, agonist reporter read-out; activation, % at 4.5 µM; hit rate 0.46% among 97,000; in the data active means activation above about 16%;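 further: 0% = vehicle low control and 100% = maximal reference agonist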
* = called active by the depositor; · = no result given. Unless noted, no stated cut-off is given here; in the data, active means inhibition above about 30%; inactive means the rest.

SMILES	sEH act	hDAT+cocaine	sEH inh	CYP2C19 act	CYP2C19 inhib	S1P2 blocker	PostGolgi yeast	PostGolgi ctrl	S1P2 agonist
Cc1cc(OCC(O)CN(CCO)CCO)ccc1Cl (centres undefined)	-3	-0.42	3	0.9	10	-12	0	22	-5
COC(F)(C(=O)Nc1ccc2c(c1)C(=O)NC2=O)C(F)(F)F (centres undefined)	·	0.26	·	1.1	-6	·	-1	6	·
CCCn1nnc(NC(=O)COc2ccccc2Cl)n1	-17	-0.27	17	0.7	25	10	6	3	-2
COC(=O)COc1ccc(S(=O)(=O)Nc2ccccc2C(=O)OC)cc1	10	0.006	-8	0	96*	-11	4	7	-9
N#Cc1c(NC(=O)CSc2ncnc3c2cnn3-c2ccccc2Cl)sc2c1CCCC2	6	1.4	-5	·	·	17	2	19	-2
Cc1ccccc1NC(=O)C(C#N)Cc1cccnc1 (centres undefined)	-8	-0.83	9	0.8	23	7	8	8	-11
CCOC(=O)Cn1c2ccccc2c2nc3ccccc3nc21	8	0.98	-7	0.4	58*	6	18	8	-6
C/C(=N\NC(=O)Cc1csc(N2CCOCC2)n1)c1ccccc1	-4	0.97	4	1.1	-8	-18	4	7	-3
COC(=O)CS(=O)(=O)c1nnc([C@H](Cc2ccccc2)NC(=O)OC(C)(C)C)o1	8	-0.018	-6	0.2	84*	23	6	3	-5
Cc1c(OC(=O)c2ccc([N+](=O)[O-])cc2)c2c(c[n+]1C)COC(C)(C)OC2	-4	-0.62	3	0.9	8	4	-2	14	-9
Cc1ccc(O)c(NC(=S)NC(=O)c2ccc(-c3ccc(Cl)cc3)o2)c1	-9	1.1	10	·	·	17	·	·	-6
CCOc1cc(CNc2ccc3c(c2)OCCO3)cc(Br)c1OCC(N)=O	4	0.66	0	0.5	53*	-24	-5	1	-7
O=S(=O)(c1ccc2c(c1)OCCO2)N1CCN(c2cccc(Cl)c2)CC1	11	0.049	-11	0.1	89*	-1	-5	27	-3
COc1ccc(CC(C)N2CCN(c3ccccc3)CC2)cc1OC (centres undefined)	-1	-0.13	-2	0.8	25	-11	19	3	-2
O=C(CSc1nnc(SCc2cccc3ccccc23)s1)c1ccc2c(c1)OCO2	16	·	-14	0.5	52*	-17	-2	10	-3
O=C(CCSc1nc2cc(Cl)ccc2o1)N1CCOCC1	-2	-0.2	2	0.7	35	10	-6	0	-3
COc1ccc(NC(=O)c2c(C)cc(=O)oc2C)c(OC)c1	-10	0.63	10	1	4	-7	-11	4	-1
O=C(COc1ccccc1C(=O)N/N=C\c1ccc(O)c(O)c1)N/N=C/c1ccc(O)c(O)c1	-3	·	3	0.9	5	-3	-3	4	-5
O=C(NCc1ccccc1)c1cc(-n2cnnc2)ccc1Cl	2	-0.0049	2	0.7	34	-3	-5	0	-2
COCCOC(=O)c1[nH]c2c(c1C)C(=O)CC(c1ccccc1)C2 (centres undefined)	5	·	-2	·	·	-2	4	11	-4
COc1cc(C2NC(=O)NC(C)=C2C(=O)OC2CCCCC2)cc(Br)c1O (centres undefined)	·	1.8	·	0.2	79*	-9	·	·	-7
CCCSC1=C(C#N)C(c2cccs2)C(C(=O)Nc2ccccc2)=C(C)N1 (centres undefined)	2	-1.3	3	·	·	-2	·	·	-8
CC(=O)c1sc2nc(-c3cccs3)ccc2c1N	0	-0.51	-3	0.9	5	-2	0	24	-4
O=c1cc(-c2cccc3ccccc23)[nH][nH]1	1	2.4*	-2	·	·	17	-5	1	-2
COc1ccc(NC(=O)c2sccc2SCC#N)cc1	-18	0.99	19	0.8	24	-1	-6	9	-5
The list goes on.
SMILES	sEH act	hDAT+cocaine	sEH inh	CYP2C19 act	CYP2C19 inhib	S1P2 blocker	PostGolgi yeast	PostGolgi ctrl	S1P2 agonist
c1ccc(-c2ccnc3nc(N4CCN(c5ccccc5)CC4)nn23)cc1	-4	2.6	3	0.7	28	1	6	10	-6
COC(=O)/C=C1\S/C(=N/NC(=O)c2ccccc2)NC1=O	14	-0.3	-16	0.9	7	-12	-2	-1	-2
c1ccc(Cn2nnnc2C(c2ccccc2)N2CCN(c3nc4ccccc4s3)CC2)cc1 (centres undefined)	-10	1.5	10	0.4	58*	15	-1	1	-4
O=C(CSc1cnc2ccccc2n1)NC1CCCC1	9	-0.88	-5	0.7	29	-2	-3	10	-3
O=C(OCCN=C1NS(=O)(=O)c2ccccc21)C1CC(=O)N(c2ccc(Cl)cc2)C1 (centres undefined)	4	0.39	-6	0.6	44	-2	-4	-9	-4
Cc1cccc(N2CCN(C(=O)Cc3ccc(Br)cc3)CC2)c1C	6	0.034	-5	0.3	70*	-7	18	46*	-3
Cc1nnc(C)n1/N=C/c1ccccc1	-7	1.1	10	1	3	-3	-5	-1	-7
CC(=O)NC(C)C(=O)OCC(=O)Nc1ccc(Br)cc1 (centres undefined)	14	-1	-13	0.5	54*	-2	6	5	-3
CC1CCN(c2oc(-c3cccc4ccccc34)nc2C#N)CC1	7	1.1	-9	·	·	13	12	2	0
CCOC(=O)c1[nH]c2ccc(OC)cc2c1N=CN(C)C	5	0.17	-2	0.9	7	21	-7	4	-8
C=CCn1c(CSc2nc3ccccc3s2)nnc1SCC(=O)NCc1ccccc1	-15	0.3	15	0.6	38	6	-3	15	-3
Cc1cccc2cc(CN(Cc3ccc(F)cc3)Cc3nnnn3C3CCCC3)c(=O)[nH]c12	-6	-0.052	5	1.1	-5	18	0	7	-3
Cn1c(=O)c2c(nc(NCC(O)CO)n2CCc2ccccc2)n(C)c1=O (centres undefined)	·	-0.63	·	1	2	18	2	9	-3
COc1ccc(CNC(=O)Nc2cccc(C)c2)cc1	-75	1.1	75	0.7	35	13	1	16	-3
CCOC(=O)CSC1=C(C#N)C(c2ccccc2Cl)C(C(=O)OC)C(=O)N1 (centres undefined)	15	-0.23	-15	0.4	59*	14	5	-4	-1
CCOc1ccc(C(=O)NCCCN2CCCC2=O)cc1	6	0.39	-4	0.8	16	-13	12	-1	-3
O=C(CSc1nnc(CNc2ccccc2)o1)N1CCCc2ccccc21	8	·	-10	0.7	26	3	9	-5	-6
CC(C)(C)NC(=O)C(Cc1ccccc1)NS(=O)(=O)c1cccc2nsnc12 (centres undefined)	3	-0.18	-3	0.7	35	-1	-8	6	-3
CCC(C)(C(=O)NC1CCCCC1)N(Cc1ccco1)C(=O)CNC(=O)c1ccccc1 (centres undefined)	·	0.84	·	0.6	39	·	-5	-1	·
CCOC(=O)C(CC)Sc1nnc2c3cc(C)ccc3n(C)c2n1 (centres undefined)	17	·	-13	0.7	29	-14	-2	23	-4
Cc1ccc(S(=O)(=O)Cc2ccc(C(=O)NCc3ccc4c(c3)OCO4)o2)cc1	-10	0.45	8	0.2	84*	9	-6	34*	-6
CCOC(=O)c1c(-c2cccs2)csc1NC(=O)COC(=O)c1c(C)noc1C	·	0.77	·	0.5	46	24	-8	12	-5
Nc1nc(SCC(=O)NCC2CCCO2)n[nH]1 (centres undefined)	-1	-0.14	-4	1.1	-5	-7	-2	3	-3
CCOc1ccc(C2C(C#N)=C(N)SC(N)=C2C#N)cc1OCC	·	-0.012	·	0.4	58*	·	17	8	·
CCOC(=O)c1cccc(NC(=O)CN2CCN(c3ccc(OC)cc3)CC2)c1	-7	0.35	8	0.5	54*	26	4	9	1

Whole records, quoted from the list.
Cc1ccc(S(=O)(=O)Cc2ccc(C(=O)NCc3ccc4c(c3)OCO4)o2)cc1 reads sEH act = -10; hDAT+cocaine = 0.45; sEH inh = 8; CYP2C19 act = 0.2; CYP2C19 inhib = 84*; S1P2 blocker = 9; PostGolgi yeast = -6; PostGolgi ctrl = 34*; S1P2 agonist = -6
CCOc1ccc(C(=O)NCCCN2CCCC2=O)cc1 reads sEH act = 6; hDAT+cocaine = 0.39; sEH inh = -4; CYP2C19 act = 0.8; CYP2C19 inhib = 16; S1P2 blocker = -13; PostGolgi yeast = 12; PostGolgi ctrl = -1; S1P2 agonist = -3
CCC(C)(C(=O)NC1CCCCC1)N(Cc1ccco1)C(=O)CNC(=O)c1ccccc1 (centres undefined) reads sEH act = ·; hDAT+cocaine = 0.84; sEH inh = ·; CYP2C19 act = 0.6; CYP2C19 inhib = 39; S1P2 blocker = ·; PostGolgi yeast = -5; PostGolgi ctrl = -1; S1P2 agonist = ·

Remaining list, next part.
SMILES	sEH act	hDAT+cocaine	sEH inh	CYP2C19 act	CYP2C19 inhib	S1P2 blocker	PostGolgi yeast	PostGolgi ctrl	S1P2 agonist
COC(=O)c1c(NS(=O)(=O)Cc2ccccc2)sc2c1CCCC2	-35	-0.75	37	0.1	93*	12	-5	41*	-5
C=CCn1c(=O)/c(=C2/SC(C)=C(C)N2CC)s/c1=C1/C(=O)N(CC)C(=S)N1c1ccccc1	20	·	-22	1.3	-28	-11	1	8	-4
COC(=O)c1ccc(Oc2c(C)oc3cc(OCc4cnn(-c5ccccc5)c4)ccc3c2=O)cc1	-3	0.14	1	0.8	21	2	-2	-2	-6
CCOC(=O)C1NC(=O)CC1c1ccccc1 (centres undefined)	15	0.33	-14	1	-3	-11	-4	1	-2
COc1ccc(NC(C)=O)cc1NC(=O)CN1CCN(CC(=O)Nc2ccc(Cl)cc2)CC1	-7	0.34	7	0.3	67*	9	-1	12	-3
COCCn1nnnc1C(c1ccccc1OC)N1CCN(c2ccccc2)CC1 (centres undefined)	4	-0.52	-7	0.7	34	-4	-2	3	-4
COC(=O)c1cc2sc(Cl)cc2n1CC(=O)Nc1cccc(SC)c1	-2	-0.37	0	0.6	44	-11	-10	1	-6
COC(=O)c1cc(NC(=O)Cc2ccc(OC)c(OC)c2)cc(C(=O)OC)c1	6	0.63	-8	0.9	12	1	4	19	2
CCCCN(CC)c1nc(-c2ccncc2)nc2ccccc12	7	0.74	-8	0	96*	-24	5	63*	-1
CCCCN(Cc1ccccc1)S(=O)(=O)c1cc(Br)cc2c1N(C(C)=O)C(C)C2 (centres undefined)	14	-0.094	-15	0.6	38	-20	10	36*	-4
O=C(OCN1C(=O)c2ccccc2C1=O)/C(=C\c1ccco1)NC(=O)c1ccccc1	-79	0.81	78	0.8	18	-7	-9	-11	-6
Cc1ccc(O)c(-c2cc(-c3ccccc3C)[nH]n2)c1	-6	1.6	11	0.2	82*	7	-4	86*	-3
O=C(Nc1ccccc1F)c1cc(S(=O)(=O)N2CCCCC2)cs1	-21	0.69	16	0.4	62*	16	4	10	-5
CCOC(=O)C1CSc2[nH]c(=O)sc2C1c1ccccc1 (centres undefined)	-1	-1	3	0.2	81*	-23	5	17	1
Cc1ccccc1NC(=O)Nc1cccs1	·	0.82	·	0.9	12	·	4	10	·
CCc1ccc(NS(=O)(=O)c2cccs2)cc1	2	-0.13	-4	0.4	56*	-27	12	6	-2
Cc1cc(=O)[nH]c(N/N=C/c2ccco2)n1	2	·	0	1	-2	-8	-9	2	-5
O=C(c1ccccc1)c1cnc(-c2ccc(Cl)cc2)s1	15	2.1	-18	0.7	34	4	-1	7	0
CC(=O)NC(c1ccccc1)c1cccnc1 (centres undefined)	17	-0.57	-19	0.9	13	-4	6	10	-4
O=C(CN1CCC(C(O)(c2ccccc2)c2ccccc2)CC1)Nc1ccccc1	2	0.6	-2	0.9	9	-1	15	-3	-6
CC1CN(c2ccc(Oc3ccccc3)cc2)c2nc3c(c(=O)[nH]c(=O)n3C)n2C1 (centres undefined)	-2	0.053	2	1	-5	1	15	-6	0
CC1(C(=O)NCc2ccccc2)Oc2ccccc2NC1=O (centres undefined)	4	0.57	-4	0.2	77*	-1	8	2	-3
NC(=O)CC12CC3CC(C1)CC(CC(N)=O)(C3)C2	-4	-0.003	3	1	0	-6	14	5	-4
C[N+]1(CCNC(=O)/C=N/O)CCCCC1	·	-0.17	·	1	4	11	1	10	-9
O=C(Nc1ccccc1)N1CCCN(Cc2ccccc2F)C1	3	-0.91	-4	0.8	20	8	-3	4	-5
COc1cc([C@@H]2[C@H]3CN(C)CC=C3C(C#N)=C(N)C2(C#N)C#N)cc2c1OCO2	·	-0.95	·	0.9	8	·	-3	4	·

Random excerpt: 2 records from the list.
SMILES	sEH act	hDAT+cocaine	sEH inh	CYP2C19 act	CYP2C19 inhib	S1P2 blocker	PostGolgi yeast	PostGolgi ctrl	S1P2 agonist
CCc1ccc(NS(=O)(=O)c2cccs2)cc1	2	-0.13	-4	0.4	56*	-27	12	6	-2
NC(=O)CC12CC3CC(C1)CC(CC(N)=O)(C3)C2	-4	-0.003	3	1	0	-6	14	5	-4

Compound activity as filed in PubChem.
